C8 TRAIL sens: sensitizes caspase-8 expressing cells to TRAIL. NB7+C8 cells + TRAIL, ATPlite viability luminescence. inhibition (viability loss, TRAIL sensitization), % at 10 µM. hit rate 1% among 360,000. AID 624354;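 active = compounds causing at least 50% loss of cell viability in the single-dose screen, relative to plate controls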
SRC2 inh: inhibits human steroid receptor coactivator 2; HEK293 GAL4-SRC2 luciferase reporter, luminescence; inhibition, % at 9 µM; hit rate 0.17% among 370,000; AID 651957;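 active = inhibition above the mean inhibition of all tested compounds plus 3 SD, set per campaign, cut at about 52% in these data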;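 also: 0% = DMSO treated cells and 100% = cells given Gossypol at 36 µM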
NR5A2 inv ag: inverse agonists of human LRH-1 (NR5A2); hit rate 0.13% among 360,000; HEK293T StAR-luciferase reporter, LRH-1 transfected, 24 h; inhibition, % at 3.6 µM;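 active = inhibition above the mean inhibition of all tested compounds plus 3 SD, cut at about 73% in these data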;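 also: 0% = DMSO wells and 100% = reporter-only cells lacking LRH-1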
NR2F2 inh: inhibitors of human COUP-TFII (NR2F2); P24468; HEK293T NGFI-A luciferase reporter, luminescence; inhibition, % at 8.6 µM; hit rate 0.7% among 370,000; AID 686940;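 active = inhibition above a per-plate cutoff, mean inhibition of test wells between control levels plus 3 SD, cut at about 38% in these data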;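 also: cells cotransfected with COUP-TFII expression vector driving the NGFI-A reporter; 0% = median of COUP-TF2 test wells and 100% = reporter-only cells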
Target sequence (P24468 whole entry, looked up): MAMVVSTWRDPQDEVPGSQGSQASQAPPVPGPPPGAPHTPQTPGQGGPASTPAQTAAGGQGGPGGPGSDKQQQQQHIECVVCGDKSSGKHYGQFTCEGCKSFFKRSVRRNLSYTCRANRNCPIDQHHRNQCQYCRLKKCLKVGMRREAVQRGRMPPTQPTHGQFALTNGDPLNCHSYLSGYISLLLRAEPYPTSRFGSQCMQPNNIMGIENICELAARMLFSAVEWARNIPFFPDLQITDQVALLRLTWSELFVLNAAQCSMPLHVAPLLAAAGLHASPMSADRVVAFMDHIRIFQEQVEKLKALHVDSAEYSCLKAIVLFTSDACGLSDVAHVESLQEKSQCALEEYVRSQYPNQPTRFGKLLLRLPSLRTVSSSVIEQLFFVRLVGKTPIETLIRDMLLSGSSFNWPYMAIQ
* marks the source's active call; other numbers are inactive results.

no. | Molecule | NR5A2 inv ag | NR2F2 inh | SRC2 inh | C8 TRAIL sens
1 | CC1(C(=O)NCc2ccccc2)CSCC(=O)N1Cc1cccs1 (centres undefined) | 26.0 | -17.6 | -4.3 | -6.1
2 | COc1ccc(OC)c(CN2C(=O)CSCC2(C)C(=O)Nc2c(C)cccc2C)c1 (centres undefined) | 1.7 | 8.4 | 14.1 | -6.0
3 | CCC(C(=O)NCc1ccccc1)n1c(-c2cccs2)nc2ccccc21 (centres undefined) | 15.5 | -2.2 | -3.9 | -14.2
4 | O=C(NCc1cccc(C(F)(F)F)c1)C1C(=O)Nc2ccccc2C(=O)N1C1CCCC1 (centres undefined) | -26.0 | 10.3 | -11.4 | 1.1
5 | Cc1ccc(CN2C(=O)CSCC2(C)C(=O)NCc2ccccc2)cc1 (centres undefined) | 17.8 | -5.4 | 5.0 | 14.7
6 | Cc1cccc(N2CCN(C3C(=O)Nc4ccccc4-n4nnnc43)CC2)c1C (centres undefined) | 15.3 | 17.4 | 1.1 | 19.6
7 | Cc1cccc(C)c1N1C(=O)c2ccccc2NC(=O)C1C(=O)NCCOc1ccccc1 (centres undefined) | -12.6 | -3.1 | 20.8 | 1.7
8 | CCCCCCCCN1C(=O)[C@H](CC(=O)N2CCCC2)C[C@@]2(C(=O)OC)CC(C)(C)CC=C12 | 19.1 | 7.8 | -14.3 | 1.1
9 | COc1ccc(NC(=O)c2cc(-c3sc(NC(=O)c4ccccc4)nc3C)n(Cc3ccccc3)n2)cc1 | 0.7 | 5.8 | 0.7 | 12.6
10 | CCOc1cc(-c2ccccc2)nc2c1CN(S(=O)(=O)c1ccc(C)cc1)C(c1cccc(Cl)c1)C2 (centres undefined) | -5.8 | 10.2 | -1.6 | 1.6
11 | COc1cccc(C(=O)Nc2ccc3c(c2)OC[C@H](C)N(C(=O)C2CCCC2)C[C@@H](C)[C@@H](OC)CN(C)C3=O)c1 | 0.9 | 8.7 | 14.8 | -0.5
12 | CCOC(=O)[C@]12CCCC=C1N(CCc1ccc(OC)c(OC)c1)C(=O)[C@H](CC(=O)NCCCN1CCCC1=O)C2 | -23.7 | -9.8 | 8.6 | -9.7
13 | Nc1sc(-c2ccccc2)cc1C(=O)NCCN1CCOCC1 | 16.4 | -6.0 | 0.3 | -8.1
14 | CCCN1C[C@@H](C)[C@@H](OC)CN(C)C(=O)c2ccc(NC(=O)c3cccc(F)c3)cc2OC[C@H]1C | 7.6 | 2.6 | 12.7 | -9.2
15 | Cc1ccc(S(=O)(=O)N2[C@H](CC(=O)c3cccs3)OC[C@@H]2C(C)C)cc1 | 7.7 | 4.5 | -4.5 | 18.2
16 | N#Cc1ccc(C2CC(OCCF)=CC(=O)O2)cc1 (centres undefined) | 6.6 | 2.3 | 6.2 | 5.2
17 | CCNC(=O)C[C@@H]1CC[C@H]2[C@@H](COC[C@H](O)CN2C(=O)C2CC2)O1 | -0.9 | 1.7 | -7.7 | -1.8
18 | CC(=O)Nc1cccc(-c2nc3ccccc3n2C(C)C(=O)NC(C)(C)C)c1 (centres undefined) | -0.6 | -4.3 | -5.0 | 6.8
19 | COC(=O)[C@@]12C[C@@H](CC(=O)N3CCN(C(=O)c4ccco4)CC3)C(=O)N(Cc3cccc4ccccc34)C1=CCC(C)(C)C2 | 6.1 | 13.8 | 11.9 | 6.2
20 | CCCCNC(=O)C(NC(=O)c1cnc(C)cn1)C(=O)c1ccccc1 (centres undefined) | 17.2 | -5.5 | -21.4 | -1.8
21 | CC(C)(C)NC(=O)C(C1CC1)n1c(-c2ccccc2)nc2ccccc21 (centres undefined) | -18.8 | 13.6 | 3.1 | -4.3
22 | CCc1c(-c2ccc(OC)cc2)ncn1Cc1cccc(-c2ccccc2)c1 | 6.1 | 9.3 | 15.2 | 5.4
23 | CC1(C(=O)Nc2ccc3c(c2)OCCO3)CN(S(C)(=O)=O)CC(=O)N1CCc1ccccc1F (centres undefined) | -4.6 | -35.3 | -17.4 | -3.6
24 | CCCCCCCCCc1conc1C(=O)/C=C/c1oc2c(c1C)CCC(C)C2 (centres undefined) | -9.2 | -11.9 | -28.9 | -3.5
25 | COC(=O)[C@@]12C[C@@H](CC(=O)NCc3ccccc3)C(=O)N(Cc3ccccc3)C1=CCC(C)(C)C2 | 0.0 | -16.8 | -1.7 | 9.8
26 | O=C(NC1CCCCC1)C(c1ccccc1)n1c(=O)c(-c2ccco2)nc2ccccc21 (centres undefined) | -17.9 | 1.4 | -9.2 | -0.8
27 | Cc1ccc(N2CCN(C3C(=O)Nc4ccccc4-n4nnnc43)CC2)cc1 (centres undefined) | 34.2 | 1.8 | 17.1 | -2.3
28 | Cc1cccc(C)c1NC(=O)C1(C)CSCC(=O)N1CCc1ccc(O)cc1 (centres undefined) | 3.9 | -10.6 | 10.4 | -8.9
29 | COc1ccccc1S(=O)(=O)N[C@@H]1CC[C@@H](CCn2cc(C3CC3)nn2)O[C@@H]1CO | 16.6 | 5.6 | -2.4 | -2.3
30 | COC(=O)C[C@H]1CC[C@H](NC(=O)Cc2ccccc2)[C@@H](CO)O1 | -32.2 | 9.4 | -18.2 | -23.3
31 | O=C(Nc1c(-c2ccccc2)[nH][nH]c1=O)c1ccc2c(c1)OCO2 | -2.0 | -5.1 | -14.2 | -3.5
32 | CCOC(=O)CC1(C)Sc2ccccc2N1S(=O)(=O)c1ccc(C)cc1 (centres undefined) | 10.5 | 26.9 | 11.4 | -0.9
33 | CCCNC(=O)N[C@H]1CC[C@@H](CCn2cc(-c3cccc(F)c3)nn2)O[C@@H]1CO | 8.5 | -9.3 | -2.3 | 4.9
34 | COc1ccc(OC)c(CN2C(=O)CN(S(C)(=O)=O)CC2(C)C(=O)NC(C)C)c1 (centres undefined) | 2.4 | -4.4 | 21.5 | -3.0
35 | COc1ccccc1-c1cn(CC[C@H]2CC[C@@H](NS(=O)(=O)c3ccccc3C)[C@@H](CO)O2)nn1 | 15.8 | 22.0 | 2.4 | 14.9
36 | CO[C@H]1CN(C)C(=O)c2cc(NC(=O)c3cc(C)on3)ccc2OC[C@@H](C)N(C(=O)C2CC2)C[C@H]1C | 19.0 | 4.9 | -13.5 | -4.9
37 | COc1ccc(-n2nnnc2C2(C)CCC(=O)N2Cc2ccccc2)cc1 (centres undefined) | -21.1 | 1.1 | -18.4 | 0.9
38 | COC(=O)C[C@@H]1CC[C@H](NC(=O)Nc2ccc(OC)cc2)[C@@H](CO)O1 | 13.5 | -8.7 | -23.9 | -4.2
39 | c1ccc(C[C@H]2COc3c4ccccc4nn32)cc1 | -68.3 | -30.0 | -10.1 | -1.6
40 | Cc1ccc(S(=O)(=O)N2[C@H](CC(=O)Oc3ccccc3)OC[C@@H]2C(C)C)cc1 | -5.5 | -9.3 | 6.7 | -3.7
41 | COC(=O)[C@]12CCCCC=C1N(Cc1ccc3c(c1)OCO3)C(=O)[C@H](CC(=O)NCc1ccccc1)C2 | -31.9 | -6.8 | -17.9 | -2.8
42 | COC(=O)[C@@]12C[C@@H](CC(=O)NCc3ccc(OC)c(OC)c3)C(=O)N(Cc3cccc4ccccc34)C1=CCC(C)(C)C2 | -3.0 | 4.2 | 4.1 | -1.9

Some of these compounds in order of count of non-hydrogen atoms, highest first:
no. | Molecule | NR5A2 inv ag | NR2F2 inh | SRC2 inh | C8 TRAIL sens
42 | COC(=O)[C@@]12C[C@@H](CC(=O)NCc3ccc(OC)c(OC)c3)C(=O)N(Cc3cccc4ccccc34)C1=CCC(C)(C)C2 | -3.0 | 4.2 | 4.1 | -1.9
41 | COC(=O)[C@]12CCCCC=C1N(Cc1ccc3c(c1)OCO3)C(=O)[C@H](CC(=O)NCc1ccccc1)C2 | -31.9 | -6.8 | -17.9 | -2.8
36 | CO[C@H]1CN(C)C(=O)c2cc(NC(=O)c3cc(C)on3)ccc2OC[C@@H](C)N(C(=O)C2CC2)C[C@H]1C | 19.0 | 4.9 | -13.5 | -4.9
25 | COC(=O)[C@@]12C[C@@H](CC(=O)NCc3ccccc3)C(=O)N(Cc3ccccc3)C1=CCC(C)(C)C2 | 0.0 | -16.8 | -1.7 | 9.8
35 | COc1ccccc1-c1cn(CC[C@H]2CC[C@@H](NS(=O)(=O)c3ccccc3C)[C@@H](CO)O2)nn1 | 15.8 | 22.0 | 2.4 | 14.9
26 | O=C(NC1CCCCC1)C(c1ccccc1)n1c(=O)c(-c2ccco2)nc2ccccc21 (centres undefined) | -17.9 | 1.4 | -9.2 | -0.8
29 | COc1ccccc1S(=O)(=O)N[C@@H]1CC[C@@H](CCn2cc(C3CC3)nn2)O[C@@H]1CO | 16.6 | 5.6 | -2.4 | -2.3
34 | COc1ccc(OC)c(CN2C(=O)CN(S(C)(=O)=O)CC2(C)C(=O)NC(C)C)c1 (centres undefined) | 2.4 | -4.4 | 21.5 | -3.0
40 | Cc1ccc(S(=O)(=O)N2[C@H](CC(=O)Oc3ccccc3)OC[C@@H]2C(C)C)cc1 | -5.5 | -9.3 | 6.7 | -3.7
37 | COc1ccc(-n2nnnc2C2(C)CCC(=O)N2Cc2ccccc2)cc1 (centres undefined) | -21.1 | 1.1 | -18.4 | 0.9
32 | CCOC(=O)CC1(C)Sc2ccccc2N1S(=O)(=O)c1ccc(C)cc1 (centres undefined) | 10.5 | 26.9 | 11.4 | -0.9
38 | COC(=O)C[C@@H]1CC[C@H](NC(=O)Nc2ccc(OC)cc2)[C@@H](CO)O1 | 13.5 | -8.7 | -23.9 | -4.2
31 | O=C(Nc1c(-c2ccccc2)[nH][nH]c1=O)c1ccc2c(c1)OCO2 | -2.0 | -5.1 | -14.2 | -3.5
30 | COC(=O)C[C@H]1CC[C@H](NC(=O)Cc2ccccc2)[C@@H](CO)O1 | -32.2 | 9.4 | -18.2 | -23.3
39 | c1ccc(C[C@H]2COc3c4ccccc4nn32)cc1 | -68.3 | -30.0 | -10.1 | -1.6

In another format: entries from further up
#24 CCCCCCCCCc1conc1C(=O)/C=C/c1oc2c(c1C)CCC(C)C2 (centres undefined)
#36 CO[C@H]1CN(C)C(=O)c2cc(NC(=O)c3cc(C)on3)ccc2OC[C@@H](C)N(C(=O)C2CC2)C[C@H]1C

Assay by compound | 24 | 36
NR5A2 inv ag | -9.2 | 19.0
NR2F2 inh | -11.9 | 4.9
SRC2 inh | -28.9 | -13.5
C8 TRAIL sens | -3.5 | -4.9

Only part of the results is shown; the hit share may differ from the screen's.
